# ASAP1 inh: ASAP1 ArfGAP inhibition; inhibition, % at 16.5 µM; Q9ULH1; ASAP1-stimulated ARF1 GTP hydrolysis, GDP FP detection; actives 0.19% (n = 360,000); in the data active = inhibition above about 25%;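 also: 0% = vehicle with enzyme and substrate and 100% = no enzyme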
# ARFGAP1 inh: inhibitors of rat ARFGAP1. AID 651572. inhibition, % at 16.5 µM. actives 0.26% (n = 360,000). Arfgap1-stimulated ARF1 GTP hydrolysis, GDP FP detection;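 active = inhibition above a per-plate limit, mean inhibition of low control wells plus 3 SD, cut at about 25% in these data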;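 also: 0% = DMSO wells with enzyme and 100% = wells lacking Arfgap1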
# Target sequence (Q62848 1-136 limits assumed): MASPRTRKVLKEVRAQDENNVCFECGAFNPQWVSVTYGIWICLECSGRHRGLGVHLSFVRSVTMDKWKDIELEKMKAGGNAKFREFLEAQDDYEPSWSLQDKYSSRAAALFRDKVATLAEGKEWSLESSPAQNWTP
#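 Material: rat Arfgap1 GAP domain (His6, aa 1-136), purified enzyme. Also added: human ARF1(Δ1-17)-GTP substrate. Compound dosing: 16.5 µM single point, 1.26% DMSO. Timing: enzyme reaction 120 min at 25 °C after 20 min preincubation. Signal: GDP detection by fluorescence polarization. Read-out basis: percent inhibition of GAP-stimulated GDP formation, scaled between DMSO and no-Arfgap1 medians.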
# MBD2 DNA inh: blocks human MBD2 binding to methylated DNA | Q9UBB5 | inhibition, % at 4.4 µM | AID 686964 | TR-FRET, MBD2 binding to methylated oligonucleotide | actives 0.31% (n = 370,000); in the data active = inhibition above about 13%
# Target sequence (Q9UBB5 whole entry, looked up): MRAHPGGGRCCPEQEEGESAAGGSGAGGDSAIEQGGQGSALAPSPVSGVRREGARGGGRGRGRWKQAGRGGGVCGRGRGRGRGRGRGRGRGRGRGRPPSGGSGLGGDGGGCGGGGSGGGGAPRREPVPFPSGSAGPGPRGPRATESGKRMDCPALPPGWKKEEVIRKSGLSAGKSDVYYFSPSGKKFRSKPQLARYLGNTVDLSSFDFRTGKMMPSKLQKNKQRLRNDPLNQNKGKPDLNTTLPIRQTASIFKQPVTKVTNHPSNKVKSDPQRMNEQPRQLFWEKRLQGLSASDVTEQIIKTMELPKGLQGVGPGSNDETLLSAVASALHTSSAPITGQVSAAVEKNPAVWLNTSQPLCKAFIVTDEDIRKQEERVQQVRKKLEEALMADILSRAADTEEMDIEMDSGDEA
# PLC-beta3 inh: blocks human PLC-beta3 enzyme activity | AID 720704 | actives 0.18% (n = 370,000) | inhibition, % at 12.2 µM | Purified PLC-beta3, fluorogenic substrate, fluorescence; in the data active = inhibition above about 11%;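 also: 0% = median of compound wells on plate and 100% = full blocker control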
# KLK7 zymogen act: activates the human kallikrein-7 zymogen; P49862; purified proKLK7, EDANS-DABCYL substrate fluorescence; 100% is mature enzyme control, 0% vehicle; activation, % at 7 µM; actives 0.9% (n = 370,000); AID 652039;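 active = activation above the mean of all tested compounds plus 3 SD, computed per campaign excluding outliers beyond control limits, cut at about 13% in these data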
# Target sequence (P49862 whole entry, looked up): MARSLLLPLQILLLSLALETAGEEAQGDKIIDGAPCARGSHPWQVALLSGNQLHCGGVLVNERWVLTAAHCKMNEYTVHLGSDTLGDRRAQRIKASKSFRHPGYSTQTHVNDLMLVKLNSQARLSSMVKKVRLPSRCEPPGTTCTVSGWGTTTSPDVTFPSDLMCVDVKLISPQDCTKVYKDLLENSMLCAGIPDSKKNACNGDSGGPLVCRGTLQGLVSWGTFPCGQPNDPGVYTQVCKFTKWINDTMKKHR
# DDE Tn6 FP inh: inhibitors of Tn6 peptide binding to human fibrin DD(E) | P02675 | Fibrin DD(E) TRITC-Tn6 fluorescence polarization displacement | inhibition, % at 8.3 µM | actives 0.21% (n = 370,000) | AID 720509;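 active = inhibition above a per-campaign cutoff: mean of compounds within control limits plus 3 SD, cut at about 15% in these data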;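 also: 0% = median of all compound wells on the plate and 100% = blocking peptide control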
# ADAM17 inh: inhibitors of human ADAM17; P78536; recombinant ADAM17, EDANS/DABCYL FRET peptide cleavage; inhibition, % at 6.95 µM; actives 0.83% (n = 370,000);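 active = inhibition above the mean of compounds lying between control limits plus 3 SD, set per campaign, cut at about 8.5% in these data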;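 also: 0% = DMSO-only wells as the low control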
# Tn7 DDE FP: inhibitors of Tn7 peptide binding to human fibrin DD(E). actives 0.13% (n = 370,000). inhibition, % at 8.3 µM. FP displacement of FITC-Tn7 peptide from fibrin DD(E); 0% = median of compound wells per plate. AID 720508. P02675;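 active = inhibition above the mean of compounds falling within the control limits plus 3 SD of them, cut at about 14% in these data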;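 also: 0% = plate median of compound wells and 100% = 10 µM Aha-Tn7 peptide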
#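 System: human fibrin DD(E); quantity: Fibrin-DD(E) at 2 µM final; also added: fluorescent Tn7 probe at 0.1 µM; compound dosing: single nominal test concentration of 8.3 µM per compound; schedule: 10 min preincubation, 3 h with tracer, room temperature; detection: fluorescence polarization of the labelled Tn7 tracer; repeats: one replicate per compound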
# UHRF1 binding: UHRF1 methyl-DNA binding inhibition; Q96T88; UHRF1 binding to methylated oligo, TR-FRET; inhibition, % at 4.4 µM; actives 0.75% (n = 370,000); AID 687016; in the data active = inhibition above about 21%;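 also: UHRF1 SRA domain binding a hemimethylated CpG hairpin DNA probe; 0% = median of test compound wells and 100% = reference inhibitor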
# PLC-gamma1 inh: inhibitors of human phospholipase C gamma1 | P19174 | purified PLC-gamma1, fluorogenic substrate, fluorescence | inhibition, % at 12.2 µM | actives 0.84% (n = 370,000) | AID 720700; in the data active = inhibition above about 9.5%
# * marks the source's active call; other numbers are inactive results; i = inactive; nt = not tested or not shown.
# Values run as follows: ASAP1 inh	ARFGAP1 inh	MBD2 DNA inh	PLC-beta3 inh	KLK7 zymogen act	DDE Tn6 FP inh	ADAM17 inh	Tn7 DDE FP	UHRF1 binding	PLC-gamma1 inh
> Cc1nc2c(-c3ccccc3)cnn2c(N)c1-c1ccccc1
  0	3	5	i	-5.5	2	-72	0	9	-439
> O=c1c2ccccc2c(C=NCCO)c(O)n1-c1ccccc1
  -12	-9	-1	-5	2.8	10	-6	1	0	-4
> CCn1nnnc1SCC(=O)N1CCN(c2ccccc2)CC1
  11	1	-5	-3	0.5	8	0	-3	0	-2
> COc1ccc(CC(=O)NC2CC(C)(C)NC(C)(C)C2)cc1OC
  -4	-1	-4	-6	0.2	-11	0	2	2	1
> CN(C)/C=C/C(=O)c1cnc(-c2ccc(Cl)cc2)s1
  2	-2	-2	0	0.0	-10	-1	3	-1	-2
> O=C(NN=Cc1ccco1)c1cccnc1
  nt	nt	-2	-3	-4.2	-9	2	0	1	1
> CC(=O)c1c(C)[nH]c(C(=O)CSc2nc3ccccc3n2C)c1C
  -11	-13	-2	1	-0.3	5	-2	5	2	3
> O=C(NC1CCC(=O)N(CCSc2ccccc2)CC1)OCc1ccccc1 (stereo not given)
  -7	4	4	0	-0.4	1	-1	1	0	0
> Cc1cc(C)c(C#N)c(OCc2ccc(Cl)nc2)n1
  12	-4	0	-3	0.4	-2	-4	4	-2	-1
> CC(=O)N(C)c1cccc(-c2ccc3nnc(C)n3n2)c1
  -1	2	4	-47	3.5	-2	-40	-5	1	-37
> Clc1ccc(-c2nnc(N3CCOCC3)o2)cc1
  5	2	0	-4	0.0	2	-11	-4	1	3
> CCn1cc(C(=O)NCc2ccc(C)o2)c2cc(OC)c(OC)cc2c1=O
  5	6	1	0	-0.4	0	-3	-1	-2	-1
> S=c1[nH]nc(-c2ccccc2)n1/N=C/c1c[nH]c2ccccc12
  15	5	-3	0	0.2	2	4	1	0	0
> N#CCc1ccc(-c2cccc3nccn23)cc1
  4	-5	3	-408	22*	1	-471	-1	1	-285
> Clc1ccc(OCCCCN2CCc3ccccc3C2)cc1
  -5	-11	-1	0	0.0	-1	0	-2	-4	-1
> O=C(Cc1cccc(NC(=O)C2CCCN(C(=O)C3CCCCC3)C2)c1)Nc1cccc(C(=O)N2CCCC2)c1 (stereo not given)
  10	-2	-1	0	0.1	6	-6	4	1	0
> CN(C)c1nc2n(c(=O)n1)CCS2
  -5	-2	0	-1	0.1	-6	-2	-2	1	1
> O=C(O)CCC(=O)N1N=C(c2c(-c3ccccc3)c3cc(Cl)ccc3[nH]c2=O)CC1c1ccccc1 (stereo not given)
  -3	-6	-1	-54	-0.7	2	-51	-3	0	-43
> Cc1cc(C)c2sc(NNC(=O)C3COc4ccccc4O3)nc2c1 (stereo not given)
  15	-2	-1	-5	-0.2	-2	-1	-2	-2	-1
> COc1cc(C2N(c3cc(C)on3)C(=O)C3CCCN32)cc(OC)c1OC (stereo not given)
  -4	3	-5	0	-0.3	5	-1	-5	-1	1
> COc1ccccc1CC1(C)C(=O)Nc2ccc(OC(F)(F)F)cc21 (stereo not given)
  2	-12	-6	3	-0.1	-8	6	-5	1	0
> CCc1ccc(S(=O)(=O)Nc2cccc(-c3ccc4nncn4n3)c2)s1
  15	-2	-1	-1	0.6	3	-2	-5	-2	2
> COc1ccc(CCNC(=O)CNC(=O)c2ccccc2Br)cc1OC
  -1	-29	-3	-2	-0.4	-3	-1	3	2	1
> COC(=O)[C@@H]1C[C@@]2(O)[C@H](O)[C@H](O)[C@H](O)C[C@H]2N1Cc1ccc(C(F)(F)F)cc1
  3	-4	-7	8	0.2	9	10*	2	0	4
> CCC(C)Sc1cc(C)c(C#N)c2nc3ccccc3n12 (stereo not given)
  -8	0	0	-190	-1.4	-6	-5	2	2	-142
> Cc1nnc(NC(=O)c2cccc(F)c2)s1
  2	-3	2	0	-0.5	4	3	0	3	-3
> O=C(CN1C(=O)c2cccnc2Oc2ccc(Cl)cc21)NC1CCCCC1
  9	8	-6	5	0.2	13	2	3	-3	0
> Cc1nn(C(C)C(=O)NCCCN2CCCCC2C)c(=O)c2c1sc1ccccc12 (stereo not given)
  0	1	2	-10	0.1	6	-4	-2	-4	-2
> COC(=O)c1ccsc1NC(=O)CSc1nnnn1Cc1ccccc1
  -14	-5	-4	-1	0.3	7	0	4	1	-3
> CC(=O)Nc1nc(CC(=O)c2ccccc2)cs1
  -12	11	-2	2	-0.7	-8	1	-1	-1	-2

# Given with each value named: 3 of the compounds above.
CN(C)/C=C/C(=O)c1cnc(-c2ccc(Cl)cc2)s1
  ASAP1 inh = 2 | ARFGAP1 inh = -2 | MBD2 DNA inh = -2 | PLC-beta3 inh = 0 | KLK7 zymogen act = 0.0 | DDE Tn6 FP inh = -10 | ADAM17 inh = -1 | Tn7 DDE FP = 3 | UHRF1 binding = -1 | PLC-gamma1 inh = -2

S=c1[nH]nc(-c2ccccc2)n1/N=C/c1c[nH]c2ccccc12
  ASAP1 inh = 15 | ARFGAP1 inh = 5 | MBD2 DNA inh = -3 | PLC-beta3 inh = 0 | KLK7 zymogen act = 0.2 | DDE Tn6 FP inh = 2 | ADAM17 inh = 4 | Tn7 DDE FP = 1 | UHRF1 binding = 0 | PLC-gamma1 inh = 0

O=C(Cc1cccc(NC(=O)C2CCCN(C(=O)C3CCCCC3)C2)c1)Nc1cccc(C(=O)N2CCCC2)c1 (stereo not given)
  ASAP1 inh = 10 | ARFGAP1 inh = -2 | MBD2 DNA inh = -1 | PLC-beta3 inh = 0 | KLK7 zymogen act = 0.1 | DDE Tn6 FP inh = 6 | ADAM17 inh = -6 | Tn7 DDE FP = 4 | UHRF1 binding = 1 | PLC-gamma1 inh = 0

# (further entries)
# Values run as follows: ASAP1 inh	ARFGAP1 inh	MBD2 DNA inh	PLC-beta3 inh	KLK7 zymogen act	DDE Tn6 FP inh	ADAM17 inh	Tn7 DDE FP	UHRF1 binding	PLC-gamma1 inh
> Cc1ccccc1OCC(=O)NC(=S)Nc1ccc(N2CCOCC2)c(Cl)c1
  8	2	-5	-8	0.6	5	-2	-5	1	2
> Cc1ccc(CNC(=O)c2ccc(-n3cccc3)cc2)cc1
  -8	0	11	-8	-0.1	-7	0	-4	35*	-4
> Cc1cc(/N=C/C=C2/N(C)c3ccccc3C2(C)C)n(CCC#N)n1
  -13	2	5	-9	0.8	1	-1	3	-1	-9
> Cc1cc(OCCCCCNCCO)cc(C)c1Cl
  -2	8	-5	2	-1.0	5	2	-9	0	4
> CCOCCCN1CC(C(=O)NCc2ccc3c(c2)OCO3)CC1=O (stereo not given)
  -10	-16	2	-5	-0.1	1	-5	5	-1	-1
> O=C(NC(CC(=O)N1CCN(c2ccc([N+](=O)[O-])cc2)CC1)c1ccccc1)c1ccccc1Cl (stereo not given)
  9	6	10	7	-0.4	-3	-4	2	7	-1
> COCCCNC(=O)C1CCC(=O)N1Cc1ccccc1Cl (stereo not given)
  -7	-2	2	-1	-0.5	11	-2	3	0	-4
> COC(=O)N/N=C/c1cc(OC)c(O)c([N+](=O)[O-])c1
  -18	13	-13	4	-0.6	6	1	7	7	3
> COc1ccc(/C=C2\CCc3ccccc3C2=O)cc1O
  -4	-6	7	-20	0.1	-10	2	1	3	-4
> CC(C)N(Cc1cnn(C)c1)Cc1nc(COc2ccccc2)no1
  -9	-8	0	-1	0.4	6	1	0	-1	1
> Cc1cc(C)c2[nH]c(=O)c(CN(CC3CCCO3)C(=S)NCc3ccco3)cc2c1 (stereo not given)
  -2	4	-3	-2	-0.4	-4	1	-1	-3	-1
> CCOc1ccc2[nH]c(=O)c(CN(CCO)C(=O)c3ccc(F)cc3)cc2c1
  -5	3	1	-38	0.5	0	-100	1	-1	-32
> OC(CSc1ccccc1)CN1CCN(c2ccc(Cl)cc2)CC1 (stereo not given)
  -9	15	3	3	0.1	1	1	-2	-2	1
> Cn1c(SCC(=O)N2CCN(C(=O)c3ccco3)CC2)nnc1-c1ccc(NS(C)(=O)=O)cc1
  1	6	-1	4	0.1	3	2	-2	-1	1
> CC1=C(C(=O)O)N2C(=O)C(NC(=O)c3nn(C)cc3[N+](=O)[O-])C2SC1 (stereo not given)
  -1	-14	-1	6	-0.6	2	0	3	-4	4

# The list continues:
SMILES | ASAP1 inh | ARFGAP1 inh | MBD2 DNA inh | PLC-beta3 inh | KLK7 zymogen act | DDE Tn6 FP inh | ADAM17 inh | Tn7 DDE FP | UHRF1 binding | PLC-gamma1 inh
CCN(CC)CCSc1nc2ccccc2n1Cc1ccccc1 | 4 | 2 | 6 | -8 | 0.9 | -3 | -2 | -3 | 4 | 4
CC1CC(C)CN(CCCNC(=O)CN2C(=O)CSc3ccc(S(=O)(=O)N4CCOCC4)cc32)C1 (stereo not given) | -6 | 3 | -6 | -3 | 0.7 | -5 | -9 | -2 | 0 | 5
O=C(CC1CCCC1)N[C@H](C(=O)N1CCC[C@H]1C(=O)NC1CCCC1)c1ccccc1 | 10 | 3 | -1 | 1 | -0.2 | 2 | 0 | 1 | -3 | 2
O=C(CCS(=O)(=O)c1ccccc1F)Nc1ccc(N2CCN(Cc3ccccc3)CC2)cc1 | 6 | 8 | -7 | 4 | -0.8 | -9 | 6 | -8 | 3 | 11*
Cc1c(Cl)cccc1NC(=O)Nc1ccc(C(=O)N2CCCC2)cc1 | 0 | 16 | -4 | 3 | -0.2 | -4 | 1 | -2 | 2 | -1
COC(=O)c1ccccc1NC(=O)c1cnc2sccn2c1=O | 1 | -10 | -1 | -17 | 0.1 | 2 | -4 | 8 | -3 | -1
O=C(NNC(=O)c1cc(F)c(F)cc1Cl)c1ccc(NS(=O)(=O)c2cccs2)cc1 | 4 | 6 | -1 | 1 | 0.0 | 9 | -1 | -5 | -1 | -1
CCOC(=O)c1sc(NC(=O)c2ccccc2)cc1C | 7 | 3 | 1 | -57 | 16* | -2 | -112 | -4 | 15 | -41
C/C(Cn1nnc([N+](=O)[O-])n1)=N\NC(=O)c1ccncc1 | 15 | 9 | 2 | 2 | -0.1 | -4 | -3 | -8 | -3 | 0
CCN(CC)S(=O)(=O)c1ccc2c(c1)N(CC(=O)Nc1ccc(NC(C)=O)cc1)C(=O)CO2 | -11 | 8 | -2 | -1 | 0.4 | 1 | -2 | -2 | 0 | 0
CC(C)(C)c1nc(Sc2ncccc2[N+](=O)[O-])n[nH]1 | 4 | 6 | 4 | -30 | 0.0 | 2 | -2 | -1 | -1 | -1

# Hits appear at their usual frequency; 4.1% or so of the library scored in one or more.
